# ALDH1A1 block: blocks purified human ALDH1A1 activity | Purified ALDH1A1, NADH fluorescence, propionaldehyde substrate | P00352 | AID 1030 | Potency, µM (doses to about 75.3 µM), for the others: at the highest dose activity, negative = inhibition, hits mostly inhibitors | actives 7.3% (n = 220,000); active means well fitted inhibition curve with a large enough effect, not every such curve was filed as active; inconclusive means small, poorly fitted or top-dose-only effect, or another doubt; inactive means no such curve, though single readings can be large or run the other way;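 further: plate controls were no enzyme wells and a reference inhibitor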
# Target sequence (P00352 whole entry, looked up): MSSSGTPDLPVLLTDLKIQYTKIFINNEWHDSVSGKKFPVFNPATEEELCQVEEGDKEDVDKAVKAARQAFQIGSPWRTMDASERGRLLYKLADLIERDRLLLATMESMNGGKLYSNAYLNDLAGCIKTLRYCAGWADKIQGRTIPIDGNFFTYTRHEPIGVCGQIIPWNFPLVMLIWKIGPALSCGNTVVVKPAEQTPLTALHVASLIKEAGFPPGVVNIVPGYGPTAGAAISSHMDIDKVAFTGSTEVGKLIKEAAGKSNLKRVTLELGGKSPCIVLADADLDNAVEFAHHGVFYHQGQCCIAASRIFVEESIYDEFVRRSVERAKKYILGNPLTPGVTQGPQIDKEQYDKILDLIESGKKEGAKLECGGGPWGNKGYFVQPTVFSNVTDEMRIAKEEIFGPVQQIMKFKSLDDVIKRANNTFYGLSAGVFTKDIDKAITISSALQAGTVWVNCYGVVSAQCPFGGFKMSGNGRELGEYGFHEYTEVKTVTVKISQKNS
# Tau fibril ThT: blocks human tau fibril formation measured by thioflavin T. Potency, µM (titrated, usually from 57.4 µM), inactives show at the top dose activity, negative = inhibition, actives largely listed as inhibitors. recombinant tau K18 P301L, heparin-induced fibrillization, ThT fluorescence. P10636. actives 2.1% (n = 270,000); further: on the % scale 0 is the no-effect control and ±100 the full control effect; nearly all actives have a fitted effect of over 55% in size
# Target sequence (P10636 561-689 P618L limits assumed): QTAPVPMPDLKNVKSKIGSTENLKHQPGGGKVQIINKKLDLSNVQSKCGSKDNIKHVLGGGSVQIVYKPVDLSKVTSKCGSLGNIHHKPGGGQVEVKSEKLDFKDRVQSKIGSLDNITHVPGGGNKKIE
#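 Heparin-induced fibrillization of the P301L-mutant K18 repeat-domain fragment of human tau was followed by ThT binding in quantitative high-throughput format.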
# Tau fluor counter: counter-screen for tau fibril formation inhibitors; tau K18 P301L Alexa594 fluorescence, heparin fibrillization; Potency, µM (top dose mostly 57.7 µM), inactives show at the top dose activity change, negative = decrease; actives 0.93% (n = 280,000); AID 1463; further: on the % scale 0 is the no-effect control and ±100 the full control effect; nearly all actives have a fitted effect of over 55% in size
#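 Human tau K18 P301L (15 uM unlabeled, 0.24 uM Alexa 594-labeled) in 100 mM sodium acetate pH 7 with 20 uM heparin, 6 hr at 37 C. ThT 30 uM added, 1 hr ambient; Alexa 594 FP and total fluorescence read at 555/632 nm.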
# HTT ATP protect: protects HTT-Q103 PC12 cells, measured by ATP. Potency, µM (series often up to 56.4 µM), for inactives: cytoprotection (ATP increase), hits mostly activators. actives 0.14% (n = 230,000). PC12 HTT-Q103 induced, cytoprotection, ATP luminescence, 40 h. AID 1471;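 further: % of control where 0% means no effect; nearly all actives have a fitted effect of over 45% in size; toxic huntingtin expression switched on by the ecdysone agonist tebufenozide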
#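 Stable PC12 Q103-GFP cells in serum-supplemented, phenol red-free DMEM; induction by tebufenozide at 100 nM final; compound dose series; cell viability quantified luminescently from ATP.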
# Tau FP inhib: inhibitors of human tau fibril formation | K18 P301L tau heparin fibrillization, Alexa594 FP, 6 h | P10636 | actives 0.39% (n = 280,000) | AID 1468 | Potency, µM (series often up to 57.7 µM), inactives show at the top dose activity, negative = inhibition, hits mostly inhibitors; further: on the % scale 0 is the no-effect control and ±100 the full control effect; nearly all actives have a fitted effect of over 55% in size
#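 Recombinant K18 P301L […], labeled with Alexa 594 at 0.24 uM over 15 uM unlabeled; heparin inducer 20 uM final; 37 C, 6 hr; FP endpoint.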
# HTT aggregate: inhibitors of mutant huntingtin aggregate formation in PC12 cells | PC12 HttQ103-GFP aggregates, Acumen cytometry, 40 h | Potency, µM (highest dose often 46.1 µM), inactives show at the top dose activity change, negative = inhibition, usual class: inhibitors | actives 1.1% (n = 220,000); further: on the % scale 0 is the no-effect control and ±100 the full control effect; nearly all actives have a fitted effect of over 60% in size
#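 Huntingtin Q103 exon 1–GFP aggregates in induced PC12 cells (100 nM tebufenozide) were quantified by cytometry from lysates, with compounds dosed in titration.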
# JMJD2E inh: JMJD2E (human) inhibition | Potency, µM (doses to about 57.1 µM), inactives show at the top dose activity change, negative = inhibition, most hits filed as inhibitors | B2RXH2 | JMJD2E catalytic domain, FDH-coupled NADH fluorescence (FDH is formaldehyde dehydrogenase) | actives 1.6% (n = 230,000); active means well fitted inhibition curve with a large enough effect, not every such curve was filed as active; inconclusive means small, poorly fitted or top-dose-only effect, or another doubt; inactive means no such curve, though single readings can be large or run the other way;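 further: 0% = wells with enzyme and -100% = buffer wells without enzyme; nearly all actives have a fitted effect of over 50% in size; many of its hits are not listed in these tables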
# Target sequence (B2RXH2 1-337 limits assumed): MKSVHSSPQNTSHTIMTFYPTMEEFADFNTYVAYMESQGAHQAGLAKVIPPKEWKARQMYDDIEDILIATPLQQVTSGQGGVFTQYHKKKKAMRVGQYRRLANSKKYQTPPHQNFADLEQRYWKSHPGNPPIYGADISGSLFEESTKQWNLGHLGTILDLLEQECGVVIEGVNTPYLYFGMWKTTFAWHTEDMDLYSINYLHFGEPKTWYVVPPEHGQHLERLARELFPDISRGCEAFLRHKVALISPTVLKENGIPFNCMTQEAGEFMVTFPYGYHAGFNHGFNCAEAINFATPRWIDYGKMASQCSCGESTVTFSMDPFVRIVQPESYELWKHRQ
# SMN2 splice enh: enhancers of SMN2 splice variant expression; HEK293 SMN2-luciferase splicing reporter, luminescence, 30-36 h; actives 2.8% (n = 210,000); Potency, µM (titrated, usually from 46.1 µM), for inactives: top-dose activity change, positive = activation, most hits filed as activators; further: % of control where 0% means no effect; nearly all actives have a fitted effect of over 55% in size
#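 HEK293 cells carry an SMN2 […]–luciferase reporter in which exon 7 inclusion puts luciferase in frame. Cells were plated 10-12 h before compound addition, then incubated 30-36 h at 37C. ONE-Glo luminescence was read; sodium butyrate at 4.5 mM final served as control.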
# * hit, by the source's call; ? = inconclusive; . = no result given; [ ] = dose if it differs, or a comment. Unless noted, the call rests on the fitted dose curve; in most records, active means well fitted curve in the direction sought with a large enough effect; inconclusive means small, poorly fitted or top-dose-only effect, or another doubt; inactive means no such curve, though single readings can be large; an effect the other way counts as inactive or inconclusive. Potency means the concentration at half of the fitted maximal effect. An excerpt (hit frequency here may not be typical).
SMILES,ALDH1A1 block,Tau fibril ThT,Tau fluor counter,HTT ATP protect,Tau FP inhib,HTT aggregate,JMJD2E inh,SMN2 splice enh
COc1cc2ccccc2cc1C(=O)Nc1ccc2oc(-c3ccc(Cl)cc3)nc2c1,.,?,2%,.,12%,.,.,5%
Cc1ccc2cccc(NC(=O)c3ccc(-c4cccc(Cl)c4Cl)o3)c2n1,.,4%,3%,.,-6%,.,.,6%
COc1cccc(CN(C)C(=S)Nc2ccc(C)c(C)c2)c1,0%,-22%,-29%,-18%,-4%,-24%,-6%,-37%[inhibitor]
CCOC(=O)c1ccc(NC(=O)CCc2c(C)nc3c(c(C)nn3C(C)(C)C)c2C)cc1,.,-14%,-25%,.,?,.,.,-13%
COC(=O)CCC(=O)OC1(C)C(=O)C2=CN(Cc3ccccc3)C(c3ccc(OC)cc3)=CC2=C(Br)C1=O (stereo not given),-15%[13.5 µM],-3%[11.5 µM],-8%[11.6 µM],-17%[10 µM],7%[11.6 µM],.,-5%[11.4 µM],-6%[9.22 µM]
COc1ccc(NC(=O)CCCn2c(=O)c3sccc3n(Cc3ccc(C)cc3)c2=O)cc1,?,3%,-8%,3%[10 µM],-2%,-5%,3%,-16%
Cc1cc(N(C)C)ccc1[N+](=O)[O-],-11%,?,1%,.,2%,-17%,-8%,13%
Nc1ccc(S(=O)(=O)NC2=NCCCCC2)cc1N,-8%,?,-13%,-9%,-9%,4%,?,-2%
Cc1ccc(S(=O)(=O)CC(=O)c2ccccc2)cc1,-4%,5%,-1%,-9%,1%,19%,9%,-5%
CC(=O)N=c1n(C)c2ccccc2n1CCOc1ccccc1,6%,7%,12%,.,8%,2%,6%,14%
COc1ccc2[nH]c(=O)c(CN(Cc3cccs3)Cc3nnnn3Cc3ccccc3)cc2c1,?,-8%,-18%,-18%,-11%,18%,?,?
CCn1cc(C(=O)Nc2ccc(OC)c(S(=O)(=O)N3CCCCC3)c2)c(=O)c2ccc(C)nc21,7%,11%,13%,-34%[10 µM],4%,-12%,2%,8%
Cc1ccc(S(=O)(=O)c2c(C)cc(-c3ccccc3)[nH]c2=O)cc1,?,-1%,6%,13%,-2%,-11%,?,-5%
O=S(=O)(c1cccc(-c2csc(-c3cccnc3)n2)c1)N1CCCCC1,?,-19%,?,-1%,-9%,0%,-1%,-4%
CC(C)Cn1c(=O)[nH]c2ccccc21,5%,5%,0%,3%,15%,-1%,-2%,.
C/C(CC(=O)Nc1cccc(C(F)(F)F)c1)=N/NC(=O)C(=O)NCCO,21%,-3%,-10%,19%[10 µM],0%,3%[9.22 µM],0%,.
Cc1nnsc1C(=O)Nc1cc(Cl)ccc1Cl,1%,-6%,9%,30%[10 µM],13%,-15%,3%,-12%
O=C1COc2ccc(C(=O)COC(=O)c3ccc4ccccc4n3)cc2N1,4%,?,-5%,15%,-4%,-9%,-18%,-4%
COc1ccc(CNCC(=O)Nc2sccc2C#N)cc1,?,-10%,-16%,-29%,2%,13%,?,23%
O=C(Cn1c(=O)n(-c2ccccc2)c(=O)c2ccc(C(=O)NCc3ccc4c(c3)OCO4)cc21)Nc1ccc(Br)cc1,.,11%,-14%,.,?,.,.,6%
CCC(C)c1c(O)nc(SCC(=O)c2ccccc2)[nH]c1=O (stereo not given),?,?,-3%,3%,-12%,30%[9.22 µM],-23%,-15%
Cc1c2c(nc3c(C)cccc13)OC(C)C2 (stereo not given),-2%,-17%,-17%,-12%[10 µM],7%,-31%,?,-7%
CN(C)S(=O)(=O)c1ccc(N=Cc2c(C(F)(F)F)[nH]n(C)c2=O)cc1,1%,-10%,-3%,-5%,1%,-3%,-8%,-4%
Cn1nc(-c2ccc(Cl)cc2)c2cc(C(=O)NC3CC3)sc21,?,-5%,-9%,-24%,?,-15%,?,15%
O=C(Nc1ccccc1-c1nc2ccccc2[nH]1)c1ccc(N2C(=O)CCC2=O)cc1,?,6%,-11%,-5%[10 µM],-13%,-2%,?,-2%

# Three structures out of the list, sorted by number of heavy atoms, low to high.
SMILES,ALDH1A1 block,Tau fibril ThT,Tau fluor counter,HTT ATP protect,Tau FP inhib,HTT aggregate,JMJD2E inh,SMN2 splice enh
CCC(C)c1c(O)nc(SCC(=O)c2ccccc2)[nH]c1=O (stereo not given),?,?,-3%,3%,-12%,30%[9.22 µM],-23%,-15%
O=C(Nc1ccccc1-c1nc2ccccc2[nH]1)c1ccc(N2C(=O)CCC2=O)cc1,?,6%,-11%,-5%[10 µM],-13%,-2%,?,-2%
COc1ccc(NC(=O)CCCn2c(=O)c3sccc3n(Cc3ccc(C)cc3)c2=O)cc1,?,3%,-8%,3%[10 µM],-2%,-5%,3%,-16%

# The list continues:
SMILES,ALDH1A1 block,Tau fibril ThT,Tau fluor counter,HTT ATP protect,Tau FP inhib,HTT aggregate,JMJD2E inh,SMN2 splice enh
COc1ccc(Cl)cc1NC(=O)CSC1=Nc2ccccc2C2=NC(CC(=O)NC3CCCCC3)C(=O)N12 (stereo not given),.,?,?,.,-11%,.,.,-9%
COC(=O)CNC(=O)CN1C(=O)N(c2cccc(Cl)c2)C(N(O)C(=O)Nc2cccc(Cl)c2)C1(C)C (stereo not given),?,8%,2%,5%,-4%,13%,4%,-8%
COc1ccc(OCCCC(=O)NCCc2ccc(OC)c(OC)c2)cc1,?,?,-6%,-5%[10 µM],-11%,13%,0%,-14%
Oc1cc2ccccc2nc1-c1ccccc1Cl,?,2%,-8%,4%[10 µM],4%,-20%[9.22 µM],?,.
O=C(Cc1ccccn1)Nc1ccccc1,-7%,10%,2%,-13%,-3%,25%,4%,-6%
COC/C=C/C1=CC2=CC(=O)C(C)(OC(=O)c3cnc4ccccc4n3)C(=O)C2=CN1c1ccc(OC)cc1 (stereo not given),-16%[13.5 µM],-18%[11.5 µM],-8%[11.6 µM],-18%[10 µM],2%[11.6 µM],.,1%[11.4 µM],1%[9.22 µM]
Cc1c(Cl)cccc1NC(=O)CSc1ncc(S(=O)(=O)c2ccc(C(C)C)cc2)c(=O)[nH]1,.,-10%,-8%,.,10%,.,.,-5%
CN(c1ccccc1)S(=O)(=O)c1cccc(C(=O)OCC(=O)NCCCN2CCCC2=O)c1,10%,0%,2%,-17%,5%,6%,-2%,-5%
CCC1(CC)Nc2ccccc2C(=O)N1c1ccc(NC(C)=O)cc1,?,-2%,-3%,-11%,-1%,-9%,?,4%
Cc1cc(C)c(Cn2c(=O)n(CCCCC(=O)NCc3ccccc3Cl)c(=O)c3ccccc32)c(C)c1,.,4%,-1%,.,-7%,.,.,1%
CCn1c(CCCOc2ccc(Cl)cc2Cl)nnc1SCC(=O)Nc1cccc(F)c1,5%,-2%,-22%,-5%,?,17%,0%,8%
COCCN(C(=O)CNC(=O)c1cccs1)C(C(=O)NC(C)(C)C)c1ccccc1 (stereo not given),-4%,4%,2%,23%[10 µM],-7%,5%[9.22 µM],-10%,5%
CNC(=S)N/N=C1\CC(c2ccccc2)Oc2ccccc21 (stereo not given),4%,6%,5%,-7%,5%,8%,-3%,-4%
Cc1nn(C)c(Sc2ccccn2)c1[N+](=O)[O-],.,-15%,-18%,21%[10 µM],-10%,5%[9.22 µM],2%,.
Cc1cc(C)cc(NC(=O)C2CCCN(S(=O)(=O)c3cnc[nH]3)C2)c1 (stereo not given),3%,14%,13%,-3%,4%,-13%,-5%,3%
CC(C)(C)Nc1nc(N2CCCC2)nc(N2CCCC2)n1,0.5µM*,-16%,-8%,-44%[inhibitor],-5%,9%,-3%,-27%
Cc1ccc(C(=O)N/N=C2/NC(=O)CC(C(=O)Nc3ccccc3)S2)cc1 (stereo not given),-1%,-7%,-3%,1%[1.9 µM],-1%,4%,-19%,15%
CCOC(=O)C1(C/C(C)=N/NC(N)=O)CC(C)OC1=O (stereo not given),-1%,-3%,-10%,7%[10 µM],-4%,-3%,-9%,?
Cc1ccc(Cl)cc1NC1=C/C(=N\S(=O)(=O)c2cccs2)c2ccccc2C1=O,?,4.5µM*,?,-96%[inhibitor][10 µM],-2%,1.6µM*,?,-84%[inhibitor]
Cc1cccc(OCCCCn2nnc3sc4c(c3c2=O)CCC(C)C4)c1 (stereo not given),.,-18%,-18%,.,2%,.,.,4%
O=S(=O)(NCCc1ccncc1)c1cc(Br)ccc1F,1%,2%,0%,8%[10 µM],-2%,2%,-2%,-24%
O=c1ccc(/C=C/c2ccccc2)nn1Cc1ccccc1,?,?,-26%,2%,5%,-18%,?,-17%
c1cncc(-c2nc(N3CCOCC3)c3ccccc3n2)c1,?,0%,-1%,-7%,2%,0.89µM*,-4%,-53%[inhibitor]
Cc1cc(Br)ccc1NC(=O)C1CCN(S(=O)(=O)c2cccc3nsnc23)CC1,.,-8%,-17%,.,-8%,.,.,6%
COCCCNC(=O)C(CC(N)=O)NC(=O)OCc1ccccc1 (stereo not given),.,.,-21%,-15%[10 µM],-7%,-9%[9.22 µM],-1%,.
CCC(=O)N1CCc2cc(Br)cc(S(=O)(=O)NCCc3ccc(OC)c(OC)c3)c21,.,0%,-8%,.,-1%,.,.,2%

# Quoted from the listing.
# For JMJD2E inh, COCCN(C(=O)CNC(=O)c1cccs1)C(C(=O)NC(C)(C)C)c1ccccc1 (stereo not given) has -10%
# For ALDH1A1 block, CNC(=S)N/N=C1\CC(c2ccccc2)Oc2ccccc21 (stereo not given) has 4%
# For SMN2 splice enh, CCC1(CC)Nc2ccccc2C(=O)N1c1ccc(NC(C)=O)cc1 has 4%
# For HTT aggregate, COc1ccc(CNCC(=O)Nc2sccc2C#N)cc1 has 13%
# For SMN2 splice enh, COc1ccc(Cl)cc1NC(=O)CSC1=Nc2ccccc2C2=NC(CC(=O)NC3CCCCC3)C(=O)N12 (stereo not given) has -9%
# For HTT aggregate, Cc1ccc(Cl)cc1NC1=C/C(=N\S(=O)(=O)c2cccs2)c2ccccc2C1=O has 1.6µM*
# For Tau fibril ThT, COC(=O)CNC(=O)CN1C(=O)N(c2cccc(Cl)c2)C(N(O)C(=O)Nc2cccc(Cl)c2)C1(C)C (stereo not given) has 8%
